Compound activity (PubChem BioAssay)
UGM FP inh: M. tuberculosis UGM enzyme inhibitors, primary screen, biochemical, fluorescence polarization, single point | UDP-galactopyranose mutase (Mycobacterium tuberculosis (strain ATCC 25618 / H37Rv)), … | purified UGM, fluorescence polarization probe displacement | inhibition, % at 10 µM | 0.06% of 320,000 active; in the data active means inhibition above about 10%, passing the limit was not always enough
CCHF vOTU inh: CCHFV vOTU protease inhibitors, primary screen, biochemical, Pep-AMC substrate, fluorescence. Crimean-Congo hemorrhagic fever virus L polyprotein viral ovarian tumor (vOTU) protease …. inhibition, % at 11.5 µM. 0.55% of 370,000 active. AID 651958, 2012; further: 0% = vehicle wells with enzyme and 100% = no enzyme wells
GDH-TPI inh: GDH-TPI coupling enzyme inhibitors, primary screen, artefact control for M. tuberculosis FBA inhibitor project, biochemical, absorbance, full deck. GDH-TPI coupled enzyme counterscreen, NADH absorbance. inhibition, % at 4.8 µM. 1.2% of 360,000 active;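 further: 0% = DMSO wells and 100% = wells lacking the enzyme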
VHR inh abs: VHR1 phosphatase inhibitors, primary screen, biochemical, absorbance, uHTS; recombinant VHR phosphatase, pNPP absorbance; inhibition, % at 13.3 µM; 0.52% of 290,000 active; AID 1654, 2009; in the data active means inhibition above about 50%; further: some compounds called inactive have numbers as strong as hits
Target sequence (P51452 whole entry, looked up): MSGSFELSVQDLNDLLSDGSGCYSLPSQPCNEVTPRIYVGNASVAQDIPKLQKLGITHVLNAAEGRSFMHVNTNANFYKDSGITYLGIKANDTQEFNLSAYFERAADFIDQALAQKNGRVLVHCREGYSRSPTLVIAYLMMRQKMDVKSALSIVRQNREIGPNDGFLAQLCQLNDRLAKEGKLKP
MazEF act: activators of E. coli MazEF toxin-antitoxin RNase, primary screen, biochemical, fluorescence, uHTS. FAM/BHQ RNA-DNA oligo cleavage fluorescence, 5 h. activation, % at 20 µM. 0.32% of 350,000 active; in the data active means activation above about 50%
Target sequence (P0AE70 whole entry, looked up): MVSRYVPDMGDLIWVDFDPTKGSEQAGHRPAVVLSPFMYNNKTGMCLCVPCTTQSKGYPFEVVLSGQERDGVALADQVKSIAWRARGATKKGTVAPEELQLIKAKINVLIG
BioA inh: M. tuberculosis BioA enzyme inhibitors, primary screen, biochemical, plate reader, single point, HTS; 0.096% of 360,000 active; inhibition, % at 9.99 µM; purified M. tuberculosis BioA enzyme; 7,8-diaminopelargonic acid synthase BioA (Mycobacterium tuberculosis); in the data active means inhibition above about 40%
BoNT-F LC inh: BoNT/F light chain protease inhibitors, primary screen, biochemical, flow cytometry, MLPCN library. Botulinum neurotoxin type F light chain protease (Clostridium botulinum). Multiplex microsphere protease cleavage assay. inhibition, % at 10 µM. 0.22% of 360,000 active. AID 588497, 2011; in the data active means inhibition above about 35%, passing the limit was not always enough; further: plate controls were buffer without enzyme for full effect and enzyme alone for no effect
FadD28 binding: inhibitors of FadD28 bisubstrate probe binding, primary screen, biochemical, fluorescence polarization, single point. Mycobacterium tuberculosis FadD28 fatty-acid-AMP ligase. inhibition, % at 12.5 µM. 0.22% of 360,000 active. AID 588549, 2011; in the data active means inhibition above about 8.5%, passing the limit was not always enough
FBA Mtb inh: Mtb FBA enzyme inhibitors, primary screen, biochemical, fluorescence, strain H37Rv | purified M. tuberculosis FBA, fluorescence read-out | Fructose-bisphosphate aldolase (Mycobacterium tuberculosis (strain ATCC 25618 / H37Rv)), … | 2.3% of 360,000 active | AID 588726, 2011 | inhibition, % at 1 µM; in the data active means inhibition above about 27%;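 further: 0% = vehicle and 100% = reference inhibitor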
Target sequence (P9WQA3 whole entry, looked up): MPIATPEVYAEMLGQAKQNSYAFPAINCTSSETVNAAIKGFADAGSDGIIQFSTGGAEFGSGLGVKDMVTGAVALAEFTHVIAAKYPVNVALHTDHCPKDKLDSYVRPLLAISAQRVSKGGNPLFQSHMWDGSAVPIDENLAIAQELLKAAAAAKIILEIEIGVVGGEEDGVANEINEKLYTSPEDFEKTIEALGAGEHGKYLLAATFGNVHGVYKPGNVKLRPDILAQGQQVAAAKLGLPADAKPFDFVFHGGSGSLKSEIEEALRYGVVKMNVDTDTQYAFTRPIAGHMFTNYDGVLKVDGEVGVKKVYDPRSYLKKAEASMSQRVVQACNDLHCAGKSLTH
Rv3671c inh: Rv3671c serine protease inhibitors, primary screen, biochemical, fluorescence polarization, M. tuberculosis H37Rv | P9WHR9 | inhibition, % at 5.96 µM | 0.048% of 320,000 active; in the data active means inhibition above about 38%;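 further: extracellular domain of Rv3671c used as enzyme; 0% = enzyme with DMSO and 100% = no enzyme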
Target sequence (P9WHR9 whole entry, looked up, the tested form may be a part): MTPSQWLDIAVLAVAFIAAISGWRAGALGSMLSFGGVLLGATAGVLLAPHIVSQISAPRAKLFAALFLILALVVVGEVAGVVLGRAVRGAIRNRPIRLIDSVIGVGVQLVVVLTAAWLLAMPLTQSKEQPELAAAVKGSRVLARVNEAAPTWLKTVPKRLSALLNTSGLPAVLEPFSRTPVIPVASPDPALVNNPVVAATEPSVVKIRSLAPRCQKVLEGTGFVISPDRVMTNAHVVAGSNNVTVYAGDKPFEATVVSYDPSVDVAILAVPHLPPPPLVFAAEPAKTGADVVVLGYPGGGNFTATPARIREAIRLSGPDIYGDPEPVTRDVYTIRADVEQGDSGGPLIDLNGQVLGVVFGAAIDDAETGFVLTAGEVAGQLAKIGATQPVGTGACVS
An asterisk follows results filed as active; & = joins results of further samples. Unless noted, no stated cut-off is given here; in the data, active means inhibition above about 30%; inactive means the rest. The order is random; overall some 4.9% were active at least once.

`O=C(c1ccccc1Br)N1CCC(c2nc3ccccc3s2)CC1` gave UGM FP inh -1.3, CCHF vOTU inh 1.5, GDH-TPI inh 2.6, VHR inh abs 47.2, MazEF act -0.9, BoNT-F LC inh 0.5, FadD28 binding 0.7, FBA Mtb inh 0.5 and Rv3671c inh 4.8.
`CC(C)(CNC(=O)CCC1CCCC1)CNC(=O)CCC1CCCC1` gave UGM FP inh -2.2, CCHF vOTU inh 7.7, GDH-TPI inh 0.4, VHR inh abs -0.2, MazEF act -7.4, BioA inh 1.0, BoNT-F LC inh -7.4, FadD28 binding -0.7, FBA Mtb inh 0.2 and Rv3671c inh -6.2.
`O=C(N/N=C/c1cccnc1)c1ccccc1Cl` gave UGM FP inh 2.6, CCHF vOTU inh -0.8, GDH-TPI inh 3.6, VHR inh abs 12.5, MazEF act 9.9, BioA inh 7.9, BoNT-F LC inh -9.0, FadD28 binding -1.2, FBA Mtb inh -1.2 and Rv3671c inh 2.5.
`O=C(c1cc2nc(-c3cccs3)cc(C(F)(F)F)n2n1)N1CCCc2ccccc21` gave UGM FP inh 6.2, CCHF vOTU inh 10.2, GDH-TPI inh 17.7, VHR inh abs 24.5, MazEF act -6.1, BioA inh -2.0, BoNT-F LC inh -2.7, FadD28 binding -2.4, FBA Mtb inh -2.3 and Rv3671c inh 9.2.
For Cc1ccc(S(=O)(=O)C2CCCCC2=O)cc1 (stereo not drawn) the results were UGM FP inh 1.7, CCHF vOTU inh 1.7, GDH-TPI inh -7.3, VHR inh abs -4.8, MazEF act 4.0, BoNT-F LC inh -5.5, FadD28 binding -2.8, FBA Mtb inh 3.5 and Rv3671c inh -2.4.
`O=C(c1ccccc1)N1CCC(c2nc(-c3ccc(S(=O)(=O)N4CCOCC4)cc3)no2)CC1` gave UGM FP inh -0.3, CCHF vOTU inh 12.6, GDH-TPI inh -0.3, VHR inh abs 20.0, MazEF act 2.5, BioA inh -2.5, BoNT-F LC inh -4.2, FadD28 binding 1.9, FBA Mtb inh 1.0 and Rv3671c inh 5.3.
O=C(O)c1cccc(-n2nc(-c3ccc(Cl)c([N+](=O)[O-])c3)c3ccccc3c2=O)c1 was read as UGM FP inh -1.0, CCHF vOTU inh -6.7, GDH-TPI inh 2.3, VHR inh abs 6.7, MazEF act 6.8, BioA inh 20.5, BoNT-F LC inh -0.5, FadD28 binding -7.1, FBA Mtb inh -3.1 and Rv3671c inh -0.7.
`CSc1nc2ccc(S(=O)(=O)N3CCc4ccccc43)cc2s1` gave UGM FP inh 2.9, GDH-TPI inh -6.7, VHR inh abs -7.5, MazEF act -4.1, BioA inh -0.3, BoNT-F LC inh -16.9, FadD28 binding -1.3, FBA Mtb inh -1.0 and Rv3671c inh -7.0.
O=C(Cc1ccccc1[N+](=O)[O-])N1CCN(S(=O)(=O)c2ccccc2)CC1 was read as UGM FP inh 0.3, CCHF vOTU inh 5.5, GDH-TPI inh -2.4, VHR inh abs 6.5, MazEF act -0.2, BioA inh 5.1, BoNT-F LC inh -2.5, FadD28 binding 0.6, FBA Mtb inh 1.2 and Rv3671c inh 2.2.
Screening COc1ccc(C2C(C(C)=O)=C(O)C(=O)N2c2cccnc2)c(OC)c1 (stereo not drawn) returned UGM FP inh -0.2, CCHF vOTU inh 3.2, GDH-TPI inh 28.9, VHR inh abs 32.7, MazEF act 0.5, BioA inh -0.2, BoNT-F LC inh -2.1, FadD28 binding -1.8, FBA Mtb inh -1.5 and Rv3671c inh -6.1.
`COc1ccc(NC(=O)c2cccc(S(=O)(=O)N(C)c3ccccc3)c2)cn1` gave UGM FP inh 1.3, CCHF vOTU inh 2.8, GDH-TPI inh 6.6, VHR inh abs 11.3, MazEF act -2.0, BioA inh 1.1, BoNT-F LC inh -2.3, FadD28 binding -1.6, FBA Mtb inh -3.2 and Rv3671c inh -2.1.
Screening CN(CC(=O)Nc1ccc(F)c(F)c1F)C(=O)C1CCN(C(=O)Nc2ccccc2)CC1 returned UGM FP inh 0.3, CCHF vOTU inh 1.8, GDH-TPI inh 0.7, MazEF act 0.0, BioA inh 0.5, BoNT-F LC inh 2.7, FadD28 binding 1.2, FBA Mtb inh 0.8 and Rv3671c inh 2.1.
Screening O=C(O)c1ccc(CNC(=O)C2CCCN2C(=O)OCc2ccccc2)cc1 (stereo not drawn) returned UGM FP inh -2.3, CCHF vOTU inh -4.4, GDH-TPI inh -4.6, VHR inh abs 14.8, MazEF act 2.1, BioA inh -0.2, BoNT-F LC inh 24.1, FadD28 binding 0.4 and FBA Mtb inh 1.1.
c1cc(C2OCCO2)cs1 was read as CCHF vOTU inh 4.1, GDH-TPI inh -1.3, MazEF act 0.0, BioA inh -1.1, BoNT-F LC inh -2.9, FadD28 binding 1.6 and FBA Mtb inh 4.2.
C[C@@H]1CN([C@H](C)CO)C(=O)CCCn2cc(nn2)CO[C@H]1CN(C)S(=O)(=O)c1ccc(Oc2ccccc2)cc1 was read as CCHF vOTU inh -7.6, GDH-TPI inh -11.8, MazEF act 4.9, BioA inh 0.9&1.3, BoNT-F LC inh -3.0, FadD28 binding -2.7 and FBA Mtb inh -3.5.
Screening O=C(Nc1ccncc1)c1cc2ccccc2o1 returned UGM FP inh -0.8, CCHF vOTU inh 4.3, GDH-TPI inh 6.3, VHR inh abs 7.1, MazEF act -3.9, BioA inh 4.4, BoNT-F LC inh -11.8, FadD28 binding -4.9, FBA Mtb inh -3.8 and Rv3671c inh 5.4.
For COc1cccc(COC(=O)CSCC(=O)Nc2cccc(C)c2)c1OC the results were UGM FP inh -0.7, CCHF vOTU inh -1.7, GDH-TPI inh -3.1, MazEF act 7.3, BioA inh 1.3, FadD28 binding -3.1, FBA Mtb inh -4.0 and Rv3671c inh 4.4.
For O=C(NCC1CCN(c2ccc(S(=O)(=O)N3CCOCC3)cc2)CC1)c1ccc(Cl)cc1 the results were UGM FP inh 0.4, CCHF vOTU inh 8.3, GDH-TPI inh -10.0, VHR inh abs 8.3, MazEF act -3.3, BioA inh -0.4, BoNT-F LC inh -3.2, FadD28 binding -5.3, FBA Mtb inh -2.7 and Rv3671c inh 7.3.
Screening COc1ccc(N2CCN(C(=O)c3ccc4c(=O)n5c(nc4c3)CCCCC5)CC2)cc1 returned UGM FP inh 5.8, CCHF vOTU inh -2.5, GDH-TPI inh -1.4, VHR inh abs 5.5, MazEF act 8.4, BioA inh 0.0, BoNT-F LC inh -7.3, FadD28 binding -2.8, FBA Mtb inh -2.2 and Rv3671c inh 5.3.
For CC(=O)c1ccccc1NC(=O)c1ccc(N2CCCC2=O)cc1 the results were UGM FP inh 1.7, CCHF vOTU inh 21.2, GDH-TPI inh 1.8, MazEF act -4.3, BioA inh -1.8, BoNT-F LC inh -7.0, FadD28 binding -0.5, FBA Mtb inh 0.4 and Rv3671c inh 2.3.
`Cc1cccc(C(=O)NC2CC3CCC(C2)N3C)c1` (stereo not drawn) gave CCHF vOTU inh -9.1, GDH-TPI inh 9.5, MazEF act 7.2, BioA inh -0.7, FadD28 binding -0.7 and FBA Mtb inh -2.2.
`O=C(NNC(=O)c1oc2ccccc2c1-n1cccc1)c1ccco1` gave UGM FP inh 0.9, CCHF vOTU inh 7.5, GDH-TPI inh 13.4, VHR inh abs 17.7, MazEF act -1.2, BoNT-F LC inh -4.1, FadD28 binding -6.1, FBA Mtb inh -6.7 and Rv3671c inh 8.2.
For CCc1nnc(NC(=O)C2CSC3(C)CCC(=O)N23)s1 (stereo not drawn) the results were UGM FP inh -2.5, CCHF vOTU inh 1.8, GDH-TPI inh -5.6, MazEF act 2.1, BioA inh -1.4, BoNT-F LC inh -7.5, FadD28 binding -1.9, FBA Mtb inh 0.9 and Rv3671c inh -2.2.
CCC(C)NC(=O)c1ccccc1NC(=O)C1COc2ccccc2O1 (stereo not drawn) was read as UGM FP inh -2.1, CCHF vOTU inh -2.8, GDH-TPI inh -1.6, VHR inh abs 18.5, MazEF act 0.3, BoNT-F LC inh -3.0, FadD28 binding -2.0, FBA Mtb inh -6.1 and Rv3671c inh 1.9.
Screening Cn1nnc2cc(C(=O)N3CCCCCC3)ccc21 returned UGM FP inh -0.5, CCHF vOTU inh 15.3, GDH-TPI inh -5.5, VHR inh abs 35.8, MazEF act 1.3, BioA inh 10.5, BoNT-F LC inh -3.9, FadD28 binding -4.0, FBA Mtb inh -2.1 and Rv3671c inh -3.2.
CC(=O)Nc1ccc(OCc2nnc(-c3ccc(Cl)cc3)o2)cc1 was read as UGM FP inh -0.5, CCHF vOTU inh -7.4, GDH-TPI inh 2.2, VHR inh abs 9.1, MazEF act 5.3, BoNT-F LC inh -1.4, FadD28 binding -0.6, FBA Mtb inh 0.2 and Rv3671c inh -2.3.
Cc1onc(-c2ccccc2Cl)c1C(=O)NC(=S)NCCc1ccccc1 was read as UGM FP inh -1.9, CCHF vOTU inh 6.5, GDH-TPI inh 9.6, VHR inh abs -4.1, MazEF act -3.5, BioA inh -0.6, BoNT-F LC inh -19.3, FadD28 binding -1.3, FBA Mtb inh 1.2 and Rv3671c inh -9.8.
Screening COc1cccc(CNC(=O)C2(C)Oc3ccccc3NC2=O)c1 (stereo not drawn) returned UGM FP inh 1.7, CCHF vOTU inh -1.0, GDH-TPI inh -0.4, VHR inh abs -2.0, MazEF act -0.6, BioA inh -1.0, BoNT-F LC inh 4.5, FadD28 binding -4.4, FBA Mtb inh 1.4 and Rv3671c inh 3.0.
`Cc1ccc2nc(C)cc(C(=O)N3CCCC(N4CCN(c5ccccc5C)CC4)C3)c2c1` (stereo not drawn) gave UGM FP inh -0.5, CCHF vOTU inh -0.8, GDH-TPI inh 6.2, VHR inh abs 27.9, MazEF act 5.2, BioA inh 4.4, BoNT-F LC inh 0.2, FadD28 binding -3.6, FBA Mtb inh -3.7 and Rv3671c inh 1.5.
`CN1CCN(c2ccc(S(=O)(=O)N3CCOCC3)cc2NC(=O)CCc2ccccc2)CC1` gave UGM FP inh 2.1, CCHF vOTU inh -2.9, GDH-TPI inh 12.9, VHR inh abs 20.6, MazEF act 6.9, BoNT-F LC inh -5.3, FadD28 binding -2.4, FBA Mtb inh 1.9 and Rv3671c inh 2.0.
COc1cc(OC)cc(C(=O)NNC(=O)NC2CCCCC2)c1 was read as UGM FP inh -2.5, CCHF vOTU inh -3.1, GDH-TPI inh -0.9, VHR inh abs 17.8, MazEF act -1.8, BioA inh -0.6, BoNT-F LC inh -7.5, FadD28 binding -0.9, FBA Mtb inh 2.4 and Rv3671c inh -1.8.
Screening C/C(=N\Nc1cc(-c2ccccc2)nc(-c2ccc(Br)cc2)n1)c1cccc(N)c1 returned UGM FP inh 0.1, CCHF vOTU inh 2.1, GDH-TPI inh 18.3, MazEF act -0.7, BoNT-F LC inh -13.3, FadD28 binding -2.8, FBA Mtb inh -0.1 and Rv3671c inh -7.4.
Screening O=C1N(CN2CCN(Cc3ccccc3)CC2)c2ccccc2C12OCCCO2 returned UGM FP inh -1.1, CCHF vOTU inh -10.6, GDH-TPI inh 1.9, VHR inh abs 16.9, MazEF act -2.7, BioA inh -4.4, BoNT-F LC inh -3.0, FadD28 binding 0.0, FBA Mtb inh 1.2 and Rv3671c inh -7.6.
